Xi reactivation = activators of X-chromosome reactivation in mouse fibroblasts; XiGFP mouse fibroblasts, % GFP-positive cells imaging, 3 d; cells co-treated with 5-aza-dC sensitizer; scaled so ellipticine positive control = 100%; activation, % at 7.58 µM; actives 0.055% (n = 360,000); AID 743238;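 active = mean normalized replicate activation at least 10% and every replicate at or above 10%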;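 also: 0% = median of on-plate neutral control wells and 100% = ellipticine 6 µM median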
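System: XiGFP fibroblasts, SV40-immortalized. Medium: DMEM plus 5-aza-dC sensitizer. Doses: single point. Timing: 3 d treatment, 15 min room-temperature fixation. Control set: ellipticine 6 µM.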
Cneo AK release = causes C. neoformans cell lysis; adenylate kinase release luminescence, 4 h; normalised: neutral wells 0, clomiphene wells 100; lysis activity, % at 15 µM; actives 0.2% (n = 360,000); AID 651654;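 active = mean lysis activity across replicates of at least 80%, whatever share of replicates individually reach that level; inactive = mean lysis activity below 80%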
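Material: C. neoformans cells | Amount: Yeast cell density of 5 × 10^6 cells/mL | Medium: Fresh YPD growth medium | Dosing: Single dose | Times: Static 4 h at 37 °C with compound, 1 h detection | Detection: AK luminescence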
ERAP1 HTS inh = ERAP1 (human) enzyme inhibition; AID 652197; Q9NZ08; inhibition, % at 10.7 µM; recombinant ERAP1, Leu-AMC fluorescence, 60 min; actives 0.15% (n = 340,000);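 active = mean replicate inhibition of at least 30%, or all replicates individually reaching that 30% level; inactive = mean below 30% and not every replicate reaching it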;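 also: 0% = neutral control wells and 100% = L-leucinethiol positive control wells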
Target sequence (Q9NZ08 whole entry, looked up): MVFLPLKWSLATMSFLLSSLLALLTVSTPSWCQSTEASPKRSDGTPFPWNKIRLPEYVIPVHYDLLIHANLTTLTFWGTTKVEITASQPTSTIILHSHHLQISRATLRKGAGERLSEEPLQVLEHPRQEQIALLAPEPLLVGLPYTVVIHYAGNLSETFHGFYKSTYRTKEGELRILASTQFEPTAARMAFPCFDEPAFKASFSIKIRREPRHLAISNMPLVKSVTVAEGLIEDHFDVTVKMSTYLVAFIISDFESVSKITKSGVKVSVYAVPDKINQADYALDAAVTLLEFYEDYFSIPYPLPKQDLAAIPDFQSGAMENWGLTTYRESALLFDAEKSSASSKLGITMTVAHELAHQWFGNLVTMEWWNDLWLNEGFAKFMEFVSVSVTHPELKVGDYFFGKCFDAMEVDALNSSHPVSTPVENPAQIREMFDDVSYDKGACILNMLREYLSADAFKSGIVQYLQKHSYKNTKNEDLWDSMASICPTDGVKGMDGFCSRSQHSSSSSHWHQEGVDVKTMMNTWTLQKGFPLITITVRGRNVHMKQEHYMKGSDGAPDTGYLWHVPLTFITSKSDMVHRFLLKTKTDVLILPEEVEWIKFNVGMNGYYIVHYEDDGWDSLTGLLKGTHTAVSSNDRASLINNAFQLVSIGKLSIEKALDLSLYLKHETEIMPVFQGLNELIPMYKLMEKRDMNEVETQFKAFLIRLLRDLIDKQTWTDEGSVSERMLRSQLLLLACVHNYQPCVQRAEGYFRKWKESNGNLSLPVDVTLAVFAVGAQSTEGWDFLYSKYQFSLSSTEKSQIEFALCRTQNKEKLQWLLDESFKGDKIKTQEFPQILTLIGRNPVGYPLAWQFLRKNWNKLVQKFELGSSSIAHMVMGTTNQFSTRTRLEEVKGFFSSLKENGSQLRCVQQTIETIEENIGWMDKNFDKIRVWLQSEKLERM
PGC1a acetyl inh = modulators of PGC1a acetylation | actives 0.17% (n = 350,000) | U2OS PGC1a acetylation, AlphaScreen anti-acetyl-lysine; with virally co-expressed GCN5 acetyltransferase | inhibition, % at 15.6 µM;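 active = every replicate shows inhibition of at least 40%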;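 also: 0% = neutral control wells and 100% = positive control wells; some results beyond the cut were filed as inactive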
LGR2 inh = inhibitors of bursicon-induced Drosophila LGR2 receptor cAMP signaling; inhibition, % at 9.99 µM; actives 0.35% (n = 380,000); HEK293 LGR2, CRE-luciferase, bursicon-stimulated, 4 h;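 active = drop in luminescence signal, shown as inhibition above about 50% in the replicate tests, limit read from the data, passing the limit was not always enough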;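 also: agonist challenge used bursicon conditioned medium at about half maximal strength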
Statin myotox sup = suppression of simvastatin myotoxicity; C2C12 myotubes + simvastatin, ATP luminescence, 48 h; scaled: DMSO 0, geranylgeraniol control 100; actives 0.78% (n = 330,000); AID 602340; rescue of ATP level, % at 7.49 µM;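 active = mean ATP rescue above about 67%, or every replicate alone reaching that limit, limit read from the data, passing the limit was not always enough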;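 also: myotubes were challenged with 10 µM simvastatin during compound exposure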
SIRT5 inh = blocks human SIRT5 desuccinylation of peptide; Q9NXA8; Purified SirT5, succinyl-peptide AMC, trypsin-coupled fluorescence; inhibition, % at 15 µM; actives 1.1% (n = 330,000); AID 652115; in the data active = inhibition above about 15%
S100A4 inh HTS = blocks human S100A4 binding to myosin IIA peptide | actives 0.14% (n = 360,000) | S100A4/TAMRA-MyoIIA peptide fluorescence polarization | inhibition, % at 10.7 µM | P26447;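 active = mean inhibition of at least 70% across replicates, with every replicate also reaching that level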
Target sequence (P26447 whole entry, looked up): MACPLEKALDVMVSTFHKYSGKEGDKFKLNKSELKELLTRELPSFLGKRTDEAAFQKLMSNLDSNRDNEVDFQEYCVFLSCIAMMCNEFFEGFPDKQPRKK
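Test system: S100A4 monomer protein. Medium: HEPES buffer with Ca2+, pH 7.2. Reagent: fluorescent myosin IIA peptide, 5 nM. Compound dosing: single-point compound testing. Timing: 5 min between mix addition and reading. Benchmarks: DMSO neutral and TFP positive wells.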
An asterisk follows results filed as active; . = no result given; & = joins results of further samples. The list is partial; the hit share may differ from the screen's.

smiles	SIRT5 inh	Xi reactivation	S100A4 inh HTS	Statin myotox sup	LGR2 inh	PGC1a acetyl inh	Cneo AK release	ERAP1 HTS inh
COc1ccccc1CCC(=O)OCC(=O)Nc1c(Br)cc(C)cc1Br	3	-0.1	2	0	12	2	-2	1
C[C@H](CO)N1C[C@H](C)[C@H](CN(C)C(=O)CC2CC2)Oc2cc(C#C[C@@H](C)O)ccc2S1(=O)=O	1	0.7	8	-2	7	-8	-1	1
Nc1cccc(S(=O)(=O)Nc2ccc(SC(F)F)cc2)c1	-2	-0.2	-4	-7	-1	2	-1	.
CC1CCCN(S(=O)(=O)c2cccc(C(=O)NCCCN3CCCC3=O)c2)C1 (configuration not stated)	.	0.0	0	-1	0	-6	1	-2
CC1(C(=O)NCc2ccccc2)CSCC(=O)N1Cc1cccs1 (configuration not stated)	0	0.0	-1	.	-24	.	.	0
Cc1c(C(=O)NC(C)c2ccncc2)oc2ccccc12 (configuration not stated)	1	.	1	2	4	-10	1	2
COC(=O)COc1ccc(Cl)cc1C1Nc2ccccc2C(=O)N1c1ccc(OC)cc1 (configuration not stated)	-16	.	-1	-8	-18	0	0	-3
Cc1c(C)n(CCC(=O)O)c2ccccc12	0	0.1	26	7	-4	-5	.	1
COc1ccc(-c2ccc3c(c2)O[C@@H](CN(C)Cc2ccccc2C(=O)O)[C@@H](C)CN([C@H](C)CO)S3(=O)=O)cc1	-2	-0.4	4	6	2	-2	-1	1
CCc1nc2ccccc2c(C(=O)OCC(=O)NC2CCCC2)c1C	-1	-0.1	-8	2	1	12	.	3
CC(C)NC(=O)[C@H]1N2C(=O)c3ccccc3C2SC1(C)C (some centres not stated)	-1	0.1	0	6	14	5	8	0
COc1ccc(N2C(=O)c3ccccc3NC2c2ccc(OC)c(CN3CCOCC3)c2)cc1 (configuration not stated)	0	-0.1	-3	9	-13	.	.	.
COc1cccc(S(=O)(=O)Nc2ccc3c(c2)OC[C@H](C)N(C(=O)Cc2cccnc2)C[C@@H](C)[C@H](OC)CN(C)C3=O)c1	2	0.3	31	.	-9	10	.	0
O=C(Nc1cccc(S(=O)(=O)N2CCOCC2)c1)c1cn(-c2ccccc2)nc1-c1ccccc1	-4	0.1	-1	15	13	-9	0	-6
Cc1onc(-c2c(Cl)cccc2Cl)c1NC(=O)NNc1c(Cl)cncc1Cl	2	-0.2	1	.	2	3	.	-2
CC1(C(=O)Nc2cnc3ccccc3c2)CCN1Cc1cc2ccccc2o1 (configuration not stated)	-5	0.0	-1	7	17	-3	0	-1
CCOC(=O)Cn1nc(C)c([N+](=O)[O-])c1C	-2	0.2	-7	.	-34	.	.	-1
O=C(CSc1cc(Cl)ccc1Cl)NC1CC1	0	0.0	-12	-8	-11	11	1	-1
O=C(COc1ccccc1)N1CCN=C1SCc1ccccc1F	-3	0.0	27	.	10	-10	-12	0
Cc1ccc2c(C(=O)CN3CCCCC3)c(C)[nH]c2c1	3	0.0	2	0	-6	19	-4	-1
COCCN1C(=O)C(=O)/C(=C(/O)c2ccc(S(=O)(=O)N3CCCCC3)cc2)C1c1ccc(OC)cc1 (configuration not stated)	6	0.1	2	4	3	2	5	0
CC1SC(c2ccc(F)cc2)N(CCc2ccccc2)C1=O (configuration not stated)	-4	0.2	-3	14	1	-10	-1	2
CO[C@H](CN(C)S(=O)(=O)c1ccc(F)cc1)[C@@H](C)CN([C@@H](C)CO)S(=O)(=O)c1cccc(Cl)c1	5	0.0	10	12	-4	-10	2	-3
CCOC(=O)C1CCN(C(=O)c2cccc(S(=O)(=O)NCc3ccccc3)c2)CC1	-1	0.0	-7	0	4	.	-2	-1
O=c1c(=Nc2ccccc2O)c(=O)c2ccccc12	0	0.1	-4	.	-57	3	.	-1
O=C(NCC(c1ccco1)N1CCCCC1)c1cccnc1 (configuration not stated)	0	0.2	-15	4	5	-7	-1	1
CC(=O)N1CCN(S(=O)(=O)c2cccc(C(=O)Nc3ccccc3N3CCOCC3)c2)CC1	2	0.0	-1	.	-1	.	.	-1
CN(C)C(=O)C[C@@H]1CC[C@H]2[C@H](COc3ccc(NC(=O)C4CCCCC4)cc3C(=O)N2C)O1	0	0.0	-5	-8	15	1	45	3
CC(=O)NCCc1nc2ccccc2n1CCCCOc1ccccc1	-2	-0.1	-3	25	5	1	-1	0
CC(=O)Nc1ccc(NC(=O)C(C)OC(=O)c2cc(S(=O)(=O)N(C)C)ccc2N2CCCC2)cc1 (configuration not stated)	1	0.0	-5	-2	-10	.	-1	-3

Individual results from the list.
In S100A4 inh HTS, `COC(=O)COc1ccc(Cl)cc1C1Nc2ccccc2C(=O)N1c1ccc(OC)cc1` (configuration not stated) has the entry -1
In Xi reactivation, `CC1CCCN(S(=O)(=O)c2cccc(C(=O)NCCCN3CCCC3=O)c2)C1` (configuration not stated) has the entry 0.0
In SIRT5 inh, `COc1ccc(-c2ccc3c(c2)O[C@@H](CN(C)Cc2ccccc2C(=O)O)[C@@H](C)CN([C@H](C)CO)S3(=O)=O)cc1` has the entry -2
In S100A4 inh HTS, `COc1cccc(S(=O)(=O)Nc2ccc3c(c2)OC[C@H](C)N(C(=O)Cc2cccnc2)C[C@@H](C)[C@H](OC)CN(C)C3=O)c1` has the entry 31
In Xi reactivation, `Cc1onc(-c2c(Cl)cccc2Cl)c1NC(=O)NNc1c(Cl)cncc1Cl` has the entry -0.2

Retrieved by structure from the entries so far, three records:
smiles	SIRT5 inh	Xi reactivation	S100A4 inh HTS	Statin myotox sup	LGR2 inh	PGC1a acetyl inh	Cneo AK release	ERAP1 HTS inh
CO[C@H](CN(C)S(=O)(=O)c1ccc(F)cc1)[C@@H](C)CN([C@@H](C)CO)S(=O)(=O)c1cccc(Cl)c1	5	0.0	10	12	-4	-10	2	-3
COCCN1C(=O)C(=O)/C(=C(/O)c2ccc(S(=O)(=O)N3CCCCC3)cc2)C1c1ccc(OC)cc1 (configuration not stated)	6	0.1	2	4	3	2	5	0
COc1cccc(S(=O)(=O)Nc2ccc3c(c2)OC[C@H](C)N(C(=O)Cc2cccnc2)C[C@@H](C)[C@H](OC)CN(C)C3=O)c1	2	0.3	31	.	-9	10	.	0

New compounds follow.
smiles	SIRT5 inh	Xi reactivation	S100A4 inh HTS	Statin myotox sup	LGR2 inh	PGC1a acetyl inh	Cneo AK release	ERAP1 HTS inh
Cc1cc(C(O)c2ncc(-c3ccccc3Cl)[nH]2)ccc1F (configuration not stated)	0	0.1	28	-3	0	.	1	0
CC(C)CN(C(=O)CSc1nc2ccccc2[nH]1)c1c(N)n(Cc2ccccc2)c(=O)[nH]c1=O	-5	0.2	2	3	-1	-5	-1	-4
Cc1ccc(-n2ccn(CC(=O)NCCc3ccccc3)c(=O)c2=O)cc1C	1	0.0	2	0	-17	.	-1	-4
CCc1ccc(-c2cc(C)no2)cc1S(=O)(=O)Nc1ccc(Cl)cn1	-1	0.3	-1	9	8	5	0	0
CCCCN(C)C(=O)c1nc2ccccn2c1CN1CCN(c2ncccn2)CC1	-1	0.1	0	.	7	.	.	8
O=C(Cc1ccccn1)NCC[C@@H]1CC[C@@H](NC(=O)Nc2ccccc2)[C@H](CO)O1	-3	-0.3	-19	-2	10	-2	-1	6
O=C(NCC(O)c1ccc([N+](=O)[O-])cc1)Nc1ccccc1 (configuration not stated)	2	0.0	9	-5	5	-7	2	1
COc1ccc(OC(C)c2ccc(C#N)c(=O)[nH]2)cc1 (configuration not stated)	-4	0.2	-6	-10	8	-4	.	3
Cc1ccc2c(c1)N(C)/C(=C/c1cccc[n+]1CCO)S2	1	0.2	-10	-50	7	-31	-3	18
O=C(NCc1ccccc1)[C@@H]1CCCN1C(=O)[C@@H]1CCCN1C(=O)c1cccs1	-2	0.4	-5	.	-20	.	.	0
O=C1CC(c2ccc(Cl)cc2)SC(N(c2ccccc2)c2ccccc2)=N1 (configuration not stated)	-6	0.1	1	.	1	.	.	0
COc1ccc(C(C)(O)c2nc(-c3ccc4ccccc4c3)cs2)cc1 (configuration not stated)	-1	0.3	3	1	-13	8	-1	0
Cc1ccc(C)c(NC(=S)N(Cc2cccc(Br)c2)CC2CCC(C(=O)O)CC2)c1 (configuration not stated)	0	0.1	-1	12	1	.	3	0
O=C(O)C(c1ccccc1)C(O)C1CC=CCC1 (configuration not stated)	-2	0.1	0	8	-4	12	0	-4
O=C(NCC[C@H]1CC[C@H](NC(=O)c2cccnc2)[C@H](CO)O1)Nc1ccc(C(F)(F)F)cc1	3	0.4&0.0	3	-8	25	3	-21	2
CCCC(=O)Nc1ccc2c(c1)C(=O)N(C)C[C@H](OC)[C@H](C)CN(Cc1cccc(F)c1)[C@@H](C)CO2	4	0.0	7	9	2	-13	0	-1
COc1ccc(OC)c(/C=C/C(=O)N2C(=O)c3cccc(N)c3C2=O)c1	-4	0.3	-1	.	-6	.	.	-1
CCOc1c2ccoc2nc2c(OC)c(OC)ccc12	.	.	5	2	-14	-14	-2	.
O=c1[nH]c(=S)[nH]c2scc(-c3ccc(Br)cc3)c12	0	0.1	-1	1	6	16	2	.
CCOc1ccc(NC(=O)COC(=O)c2ccc3c(c2)C(=O)N(CCc2ccccc2)C3=O)cc1	0	0.0	-3	.	-14	8	-1	-1
C[C@H](CO)N1C[C@H](C)[C@@H](CN(C)S(=O)(=O)c2cccs2)Oc2c(NC(=O)C3CC3)cccc2C1=O	0&-7	0.2&-0.1	-29&6	8	7&-1	2&-7	10	-3&-1
CCn1c(=S)sc2nc(C)sc21	.	.	.	33	0	-5	8	.
O=C(NCCCn1ccnc1)/C(=C\c1ccccc1Cl)NC(=O)c1ccccc1	0	0.2	-10	.	1	4	0	-5
Cc1ccc(S(=O)(=O)Nc2cccc3c2O[C@@H](CN(C)S(=O)(=O)c2cccs2)[C@@H](C)CN([C@H](C)CO)C3=O)cc1	2	0.2	14	-26	-2	9	-34	0
Cc1ccc(C(=O)O)c(C(=O)Nc2nc(C)cs2)c1	-2	.	-2	-3	-3	.	4	-3
O=C(Nc1ccccc1)/C(=C1\CCCN1)[N+](=O)[O-]	2	0.1	2	.	-6	2	.	-4
C[C@H](NC(=O)[C@H]1N[C@H]2c3ccc(-c4cncnc4)c(=O)n3C[C@H]2[C@@H]1CO)c1ccccc1	-9	0.5	1	7	-15	.	-2	0
CC(Oc1ccc(Cl)cc1Cl)C(=O)Nc1cccc(O)c1 (configuration not stated)	-2	0.0	4	3	10	-2	-2	-1
CN1c2ccccc2C(=O)/C(=C\Nc2ccc(F)cc2F)S1(=O)=O	4	0.0	0	10	0	0	-2	2
OC(COc1ccccc1)CN1CCOCC1 (configuration not stated)	1	.	-21	7	8	3	1	-1
COC(=O)C1CSC(c2ccc(Cl)cc2)N1C(=O)c1ccccc1 (configuration not stated)	1	0.0	1	-11	19	.	-1	1
CCN1CCCC1CNC(=O)C(=O)Nc1ccc(OC)cc1 (configuration not stated)	-4	.	-20	24	-6	9	0	0
Cc1nc[nH]c(=O)c1Br	-2	0.0	-21	.	-4	.	.	0
Cc1ccc(-c2ccc3c(c2)O[C@H](CN(C)C(=O)Nc2ccc(C(F)(F)F)cc2)[C@H](C)CN([C@H](C)CO)S3(=O)=O)cc1	11	-1.0	4&9	-18	-17	17&7	0&-1	1
O=C1CSC(=Nc2cccc([N+](=O)[O-])c2)N1	-1	0.0	7	-32	14	1	9	0
O=C1CC(c2cccc([N+](=O)[O-])c2)c2cc3c(cc2N1)CCC3 (configuration not stated)	0	-0.3	6	19	-3	-1	-1	-2
